Screening data as filed in PubChem.
PV pol inh: poliovirus RdRp elongation inhibitors, primary screen, biochemical, fluorescence polarization, total intensity | Genome polyprotein (Poliovirus type 1 (strain Mahoney)), P03300 | poliovirus polymerase elongation; active compounds read low | % elongation, % (compound at 16.7 µg/mL) | 0.66% of 150,000 active; in the data active = % elongation below about 90%; also: some results filed as inactive read as strong as hits
Target sequence (P03300 1749-2209 limits assumed): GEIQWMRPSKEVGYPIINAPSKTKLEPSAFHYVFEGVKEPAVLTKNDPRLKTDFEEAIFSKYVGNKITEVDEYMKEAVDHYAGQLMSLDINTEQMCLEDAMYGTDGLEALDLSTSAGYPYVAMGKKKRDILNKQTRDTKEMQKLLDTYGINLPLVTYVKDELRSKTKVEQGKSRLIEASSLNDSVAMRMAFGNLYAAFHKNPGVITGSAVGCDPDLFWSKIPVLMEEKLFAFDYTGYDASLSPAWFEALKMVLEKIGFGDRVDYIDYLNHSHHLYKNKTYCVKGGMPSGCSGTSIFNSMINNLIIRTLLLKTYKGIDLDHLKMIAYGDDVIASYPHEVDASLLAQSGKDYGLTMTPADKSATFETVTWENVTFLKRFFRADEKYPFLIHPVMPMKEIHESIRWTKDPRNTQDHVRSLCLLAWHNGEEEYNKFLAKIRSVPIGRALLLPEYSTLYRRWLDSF
PV pol inh FP z-score: recorded beside PV pol inh, whose call it bears; z-score; measured here: FP z-score; hits read low
* = called active by the depositor; & = joins results of further samples. Not all compounds are listed (hit frequency here may not be typical).

SMILES | PV pol inh | PV pol inh FP z-score
CN(C)C(=O)Oc1cccc(N)c1 | 99 | -0.7
CCOc1cc2[nH]c(=O)n(CCC(=O)NCc3ccco3)c(=O)c2cc1OCC | 101 | 0.1
COc1ccc(-c2ocnc2C(=O)N2CCN(C(=O)C(c3ccccc3)c3ccccc3)CC2)cc1 | 104 | 0.7
COC(=O)C(N)CSC1CCCCO1 (configuration not stated) | 96 | -1
CCCn1c(CCC(=O)N(C)c2ccccc2)nc2cc(S(=O)(=O)N3CCCC3)ccc21 | 104 | 0.3
CCOc1ccccc1NC(=O)Cn1c(=O)n(-c2ccc(Cl)cc2)c(=O)c2oc3ccccc3c21 | 104 | -0.6
COc1ccc(C2NC(CC(C)C)(C(=O)O)C3C(=O)N(c4ccccc4OC)C(=O)C23)c(OC)c1 (configuration not stated) | 102 | 0.2
Cc1cnc(=O)[nH]c1SCC(=O)OCc1ccccc1 | 104 | 0.8
N#CCCn1nc(-c2ccccc2)c2ccccc2c1=O | 102 | 0.2
O=c1[nH]c(=O)n(C2CCCCC2)c(O)c1/C=C1\C=Nc2ccccc21 | 98 | -0.7
CC(=O)NN=C1CCCCCCC1 | 99 | 0
CC(C)c1ccc(C2c3c(-c4ccccc4O)n[nH]c3C(=O)N2CCc2ccccc2)cc1 (configuration not stated) | 108 | 0.3
Cc1nc2ccc(S(=O)(=O)N(CC(=O)Nc3ccc(F)cc3F)Cc3ccccc3)cc2s1 | 110 | 1.1
Nc1ccc(Cc2ccccc2)cc1 | 104 | 0.8
CCOc1ccc(S(=O)(=O)Nc2nc3ccccc3nc2Nc2ccccc2)cc1 | 100 | -0.4
CCN1C(=O)C2C=CC=CC2NC1=S (configuration not stated) | 101 | -0.3
Cc1ccccc1NC(=O)C1CC(=O)Nc2nc3ccccc3n21 (configuration not stated) | 100 | 0
COCCN=C1NN=C(c2ccc(F)cc2)CS1 | 106 | 0.8
CCOc1cc2[nH]c(=O)n(CCC(=O)N3CCN(c4cccc(Cl)c4)CC3)c(=O)c2cc1OCC | 109 | 0.4
COc1ccccc1CN(C)CC(=O)NC1CCCc2ccccc21 (configuration not stated) | 101 | -0.2
Cc1cc(C(=O)CCC(=O)NC2CC2)c(C)s1 | 106 | 0.8
CC(=O)N1CCc2cc(S(=O)(=O)CCC(=O)N(C)c3ccc(C)cc3)ccc21 | 103 | 0
O=C1NCCCC1C(=O)N1CCN(C(=O)c2ccco2)CC1 (configuration not stated) | 104 | 0.5
Cc1ccc(-n2c(=O)c3c(C)c(C(=O)N(C)C)sc3n(Cc3ccc(F)cc3Cl)c2=O)cc1C | 103 | 0.5
Cc1ccc(CNC(=O)CC2(CC(=O)O)CCCC2)cc1 | 94 | -1.4

In the list so far, two contain a thiophene ring, fused or not.
SMILES | PV pol inh | PV pol inh FP z-score
Cc1cc(C(=O)CCC(=O)NC2CC2)c(C)s1 | 106 | 0.8
Cc1ccc(-n2c(=O)c3c(C)c(C(=O)N(C)C)sc3n(Cc3ccc(F)cc3Cl)c2=O)cc1C | 103 | 0.5

A section of the results above, as a working copy:
SMILES | PV pol inh | PV pol inh FP z-score
Cc1nc2ccc(S(=O)(=O)N(CC(=O)Nc3ccc(F)cc3F)Cc3ccccc3)cc2s1 | 110 | 1.1
Nc1ccc(Cc2ccccc2)cc1 | 104 | 0.8
CCOc1ccc(S(=O)(=O)Nc2nc3ccccc3nc2Nc2ccccc2)cc1 | 100 | -0.4
CCN1C(=O)C2C=CC=CC2NC1=S (configuration not stated) | 101 | -0.3

Remaining list, next part:
SMILES | PV pol inh | PV pol inh FP z-score
Cc1nc(N2CCCCCC2)c2ccccc2n1 | 109 | 2.8
CC(C)c1ccc(NC(=O)C2CCC(CNS(=O)(=O)c3ccc4c(c3)CCCC(=O)N4)CC2)cc1 (configuration not stated) | 102 | -1
Cc1ccc(C)c(N2CCN(C(=O)Cn3c(=O)oc4ccccc43)CC2)c1 | 101 | -0.3
Cc1sc(NC(=O)Cn2c(=O)cnc3ccccc32)c(C#N)c1C | 104 | 0.2
CCOC(=O)c1c(-c2ccccc2)oc2cc(CN(C)C)c(O)c(CN(C)C)c12 | 101 | -0.5
Cc1ccc(CNC(=O)c2ccc3c(c2)nc(C)n3-c2cc(C)cc(C)c2)cc1 | 104 | -0.9
O=C(CN1CCc2ccccc2C1)NCc1ccco1 | 99 | -0.2
COc1cc(C(N)=O)cc(I)c1OC | 98 | -0.3
Cc1ccccc1OCC(=O)N1CCN(C=O)CC1 | 105 | 1.1
CCOc1ccc(C(c2c(O)cc(C)n(Cc3ccco3)c2=O)N2CCN(c3ccccc3)CC2)cc1 (configuration not stated) | 107 | -0.4
O=C(CSc1nnc2sc3ccccc3n12)NC(=O)c1ccc(OC(F)F)cc1 | 95 | -0.5
c1ccc(-c2cnc(SCCN3CCCCC3)nn2)cc1 | 103 | 0.4
CCC1CSC(Nc2c(C)cccc2C)=N1 (configuration not stated) | 102 | 0.2
C=C(C)Cn1c(SCC(=O)Nc2cccc(Cl)c2)nc2sc3c(c2c1=O)CCCC3 | 100 | -1.5
COc1ccc(-c2cc(-c3ccccc3)nc(SCC(=O)Nc3ccccc3F)c2C#N)cc1 | 106 | 0.6
Cc1cc(C)cc(-n2c(C)cc(/C=C(\C#N)c3ccccc3)c2C)c1 | 100 | -0.3
CCCN(CCC)S(=O)(=O)c1ccc2c(c1)N(CC(=O)NCc1ccc(F)cc1Cl)C(=O)CS2 | 105 | 0.4
CN(C)C(=O)NC(c1ccccc1)c1ccccc1 | 100 | 0
CCOc1cc(C(=O)OCc2cc(=O)n3nc(C4CC4)sc3n2)cc(OCC)c1OCC | 105 | -0.3
CC(=C\c1ccccc1)/C(C)=N/O | 103 | -0.1
CCOc1ccc(CN2C(=O)c3ccccc3Sc3ccc(C(=O)N4CCOCC4)cc32)cc1 | 101 | -0.5
CCOc1ccccc1Nc1nc2ccccc2c2nncn12 | 106 | 0.4
O=C1NC(=S)NC(=O)C1=C/C=C/c1ccco1 | 72* | -8.9*
CCOc1ccc(-n2cc(-c3ccccc3)c3c(NCc4ccccc4)ncnc32)cc1 | 108 | 0.3
O=C1CCC(=O)N1CN1CCN(c2ccccc2)CC1 | 105 | 0.9

Profiles as entered above.
Cc1ccc(CNC(=O)c2ccc3c(c2)nc(C)n3-c2cc(C)cc(C)c2)cc1 reads PV pol inh = 104; PV pol inh FP z-score = -0.9
C=C(C)Cn1c(SCC(=O)Nc2cccc(Cl)c2)nc2sc3c(c2c1=O)CCCC3 reads PV pol inh = 100; PV pol inh FP z-score = -1.5
O=C1NC(=S)NC(=O)C1=C/C=C/c1ccco1 reads PV pol inh = 72*; PV pol inh FP z-score = -8.9*

The results go on:
SMILES | PV pol inh | PV pol inh FP z-score
C=CCN1C(=O)C2(C(C#N)=C(N)Oc3ccccc32)c2c1c1ccccc1oc2=O (configuration not stated) | 99 | -1.1
O=C(O)CC1C=CS(=O)(=O)C1 (configuration not stated) | 103 | 0.2
Cc1ccc(-c2cc(C(=O)Nc3cccc4c3CCCC4)[nH]n2)cc1C | 101 | -0.1
O=C(O)C(Cc1c[nH]c2ccccc12)N1C(=O)CCC1=O (configuration not stated) | 102 | 0.1
O=C1CC(c2ccccc2)Sc2ccccc2N1Cc1ccccc1 (configuration not stated) | 103 | 0.6
CCCOc1nc(-c2ccccc2)cc(-c2ccccc2)n1 | 100 | -0.4
Cc1cc(C(=O)Nc2nc(C34CC5CC(CC(C5)C3)C4)cs2)no1 | 100 | 0.1
COc1ccc(N2CCN(C(=O)c3cn(C4CCCCC4)c(=O)c4c3c3ccccc3n4C)CC2)cc1 | 111 | -0.4
CCOC(=O)CC(NC(=O)Cn1nnc(-c2ccccc2C)n1)c1ccc(OC)cc1 (configuration not stated) | 101 | -0.5
O=C(c1ccc2c(c1)N(Cc1cccc(Cl)c1)C(=O)c1ccccc1S2)N1CCOCC1 | 113 | 0.7
O=C(O)CCCc1c(-c2ccccn2)[nH]c2ccc(F)cc12 | 100 | -1
CCCCn1c(C2CC(=O)N(c3ccccc3OC)C2)nc2ccccc21 (configuration not stated) | 109 | 0.8
CNC(=S)N/N=C/c1cc(OC)c(OC)cc1OC | 103 | 0.2
CCOC(=O)c1ccc(CNCc2ccccc2)cc1 | 103 | 0.4
Cc1ccc(C(=O)Nc2nc3ccccc3c(=O)s2)cc1 | 103 | 0.2
O=C(CSc1nnc2ccccn12)Nc1ccc2c(c1)OC(F)(F)O2 | 103 | 0
Cc1ccc(OCCSc2nc3ccc(NC(=O)c4ccco4)cc3s2)cc1 | 100 | -1.7
O=C(C1COc2ccccc2O1)N(Cc1cccnc1)c1nc2ccc(F)cc2s1 (configuration not stated) | 106 | -0.1
Cc1ccc(C(=O)CCC(=O)Nc2ccc(C)cc2C)cc1 | 100 | -0.5
COc1cccc(C=Nc2cccc3c(=O)[nH][nH]c(=O)c23)c1O | 101 | -0.3
CN(C)c1ccc(CNS(=O)(=O)c2csc(C(N)=O)c2)cc1 | 104 | -0.2
Cc1cn2c(=O)cc(COC(=O)C(C)Oc3ccccc3)nc2s1 (configuration not stated) | 103 | -0.6
COc1ccc(C2CC(=O)c3cnc4c(-c5ccccc5)c(C)nn4c3C2)c(OC)c1 (configuration not stated) | 108 | 1
Cc1cc(C)nc(SCCSc2nc(C)cc(C)n2)n1 | 100 | -0.3
CS(=O)(=O)N(Cc1ccccc1)c1ccccc1C(=O)NC1CCCC1 | 103 | -0.1
SMILES | PV pol inh | PV pol inh FP z-score
Cc1nn2c3ccccc3n(C)c2c1C(=S)Nc1ccccc1 | 103 | 0.4
COc1ccc(Nc2nc(N)nc(CSC(=S)N(C)C3CCCCC3)n2)cc1 | 102 | 0.2
CCN(CC)c1ccc(NC(=O)COCc2cc(-c3ccc4c(c3)OCO4)on2)c(C)c1 | 112 | 1.1
O=C(N=C1c2ccccc2CN1c1ncccn1)c1cccc(F)c1 | 101 | -0.1
Nc1c(N2CCOCC2)ccc2nsnc12 | 94 | -2.1
NC(=O)c1ccccc1C(=O)c1ccccc1 | 137 | 4
CCOC(=O)c1cnc2c(C)cc(C)cc2c1Nc1ccc(S(=O)(=O)Nc2ncccn2)cc1 | 103 | 0.4
c1ccc(CN2CCN(Cc3ccccc3)C2c2ccco2)cc1 | 104 | 0.2
CCOC(=O)Nc1ccc(Cl)cc1 | 99 | -0.3
O=C(COc1ccc(F)cc1)OCc1cc(=O)n2nc(C3CC3)sc2n1 | 105 | -0.3
COc1ccc(C)c2sc(N3CCN(C(=O)c4ccco4)CC3)nc12 | 101 | -1.3
Cc1ccc(Cn2ccn(Cc3ccc(C)cc3)c(=O)c2=O)cc1 | 112 | 1
COC(=O)[C@H](c1ccccc1Cl)N1CCc2sccc2C1 | 97 | -0.4
CCc1nnc(SC(CC)C(=O)Nc2cc(C)ccc2C)c2cc3occc3n12 (configuration not stated) | 108 | 0.1
Cc1sc(=[N+]2CCCCC2)sc1SCCC(=O)O | 104 | 0
O=C(C1CCCN(S(=O)(=O)c2ccc(Br)s2)C1)N1CCN(c2cccc(Cl)c2)CC1 (configuration not stated) | 113 | 1.3
COc1cc(OC)c2c(C)c(CC(=O)N3CCCCC3)c(=O)oc2c1 | 105 | -0.4
CCCCC/C=C/C=C1/C(=O)C=C[C@@H]1C/C=C\CCCC(=O)O | 100&100 | -0.3&-0.1
O=C(NCCc1ccccc1)c1cc2ccccc2oc1=O | 102 | 0.1
CC(NC(=O)CSc1cccc[n+]1[O-])c1ccccc1 (configuration not stated) | 105 | 1
COc1ccc(-c2noc(-c3ccc(OC)cc3)n2)cc1 | 96 | -0.7
Cc1cc(N2CCC(C)CC2)nc2ccc(NC(=O)Cc3ccccc3Br)cc12 | 100 | -1.6
COc1cc(S(=O)(=O)N2CCOCC2)cc(C(=O)c2nccn2C)c1OC | 104 | -0.3
CC(C)C(NC(=O)CCc1ccccc1)C(C)C | 101 | 0.1
COc1cccc(N2CCN(C(=O)Cn3ncc4c3-c3ccccc3OC4)CC2)c1 | 107 | 0.9

Look-ups from the list.
Reading for COc1ccc(Nc2nc(N)nc(CSC(=S)N(C)C3CCCCC3)n2)cc1 in PV pol inh FP z-score: 0.2
Reading for CC(NC(=O)CSc1cccc[n+]1[O-])c1ccccc1 (configuration not stated) in PV pol inh FP z-score: 1

Other entries:
SMILES | PV pol inh | PV pol inh FP z-score
COc1ccc2nc(NNC(=O)c3ccccc3)sc2c1 | 103 | 1.1
COC(=O)c1ccc(/C=C(\C#N)C(N)=S)cc1 | 99 | -1.2
CC1CC1c1ccc(CCC(=O)O)o1 (configuration not stated) | 93 | -0.9
Cc1nc2ccc(N=NC3=C(O)CC(C)(C)CC3=O)cc2s1 | 99 | -0.4
CCOC(=O)c1noc2c1C1=NCCN1C=N2 | 101 | 0.2
O=c1cc(CSc2nnc(-c3cccnc3)o2)c2cc3c(cc2o1)CCC3 | 98 | -0.8
Cc1ccc(NC(=O)N2CCN3CCCCC3C2)cc1F (configuration not stated) | 108 | 0.1
COc1ccc(-c2cc(C)no2)cc1S(=O)(=O)N1c2ccccc2CC1C (configuration not stated) | 102 | 0.9
N#C/C(=C\c1cn(Cc2ccccc2)c2ccccc12)C(=O)NC1CC1 | 95 | -2
O=C(CCSCc1ccccc1Cl)NCc1ccccc1Cl | 98 | -1.6
Clc1ccc2oc(-c3ccccc3)cc(=NCC3CCCO3)c2c1 (configuration not stated) | 97 | -1.1
O=C1c2ccccc2NC(c2cccc(O)c2)N1O (configuration not stated) | 105 | 0.9
CCc1ccc(NC(=O)CSC2=Nc3ccccc3C3=NC(CCC(=O)NCc4ccccc4OC)C(=O)N23)cc1 (configuration not stated) | 106 | -0.2
Cc1n[nH]c(=S)n1Cc1ccccc1 | 99 | -0.3
c1cn2cc(CSC3CCCCC3)nc2s1 | 101 | -0.3
O=c1[nH]c2ccccc2c(=O)n1NC(=S)NCc1ccco1 | 98 | -0.3
O=C(OCc1sccc1Oc1ccccc1)c1ccc(Cl)cc1 | 104 | 0.1
COc1ccccc1N1CCN(C(=O)c2cnn(-c3ccc(F)cc3F)c2C2CCNCC2)CC1 | 100 | -0.3
C(=N\Nc1ccc(N2CCOCC2)nn1)/C1=C(N2CCOCC2)C(=C/c2ccccc2)/CC1 | 101 | 0
